MsrA inh: inhibits bovine methionine sulfoxide reductase A. purified bovine MsrA, absorbance read-out. inhibition, % at 15.5 µM. 360,000 compounds, 0.75% hits; in the data active = inhibition above about 4.5%;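 note: 0% = vehicle wells with enzyme and 100% = reference inhibitor wells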
TbMetRS inhib: blocks T. brucei methionyl-tRNA synthetase activity | purified T. brucei MetRS, ATP depletion, Kinase-Glo luminescence | inhibition, % at 11.9 µM | 360,000 compounds, 0.4% hits;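 active = inhibition above a per-plate cutoff of the control wells' mean inhibition plus 3 SD, cut at about 5.5% in these data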;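 note: 0% = DMSO wells median and 100% = median of wells with control inhibitor compound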
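System: purified T. brucei MetRS enzyme / Detection: Kinase-Glo luciferase luminescence reporting remaining unconsumed ATP / Medium: HEPES buffer with MgCl2, KCl, DTT, spermine, BSA, pyrophosphatase / Replication: singlicate, one well per compound / Evaluation: percent inhibition relative to median high and low control wells / Schedule: 2 h aminoacylation at 25 °C after 15 min preincubation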
CSN inh: blocks human CSN-mediated cullin deneddylation | Purified CSN, SCF-Nedd8-OG deneddylation, fluorescence polarization | inhibition, % at 12.5 µM | 360,000 compounds, 0.38% hits | AID 651999;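 active = pattern-corrected inhibition above about 35%, with an unprinted fluorescence ratio check between 0.5 and 1.5, limit read from the data, passing the limit was not always enough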;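 note: 0% = enzyme with substrate and 100% = substrate without enzyme; some results filed as inactive read as strong as hits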
Target sequence (Q92905 whole entry, looked up, one chain of several): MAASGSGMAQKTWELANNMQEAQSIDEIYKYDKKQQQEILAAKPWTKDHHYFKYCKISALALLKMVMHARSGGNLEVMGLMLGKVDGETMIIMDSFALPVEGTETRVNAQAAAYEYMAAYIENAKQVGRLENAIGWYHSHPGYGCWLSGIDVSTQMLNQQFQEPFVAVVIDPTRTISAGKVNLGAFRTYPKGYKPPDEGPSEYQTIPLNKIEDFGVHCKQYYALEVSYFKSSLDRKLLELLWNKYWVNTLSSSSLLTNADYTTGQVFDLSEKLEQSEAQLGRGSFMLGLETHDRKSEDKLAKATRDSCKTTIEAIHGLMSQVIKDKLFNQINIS
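Assay system: HEK293T-derived human Csn5 enzyme; quantity: 0.24 nM enzyme; medium: Tris/NaCl/DTT buffer, pH 7.5; also added: substrate SCFSkp2-Nedd8OG, 10 nM; doses: 12.5 µM compound; schedule: 90 min reaction at room temperature; signal: FP; read-out: % inhibition of substrate cleavage by Csn5; benchmarks: substrate-only high control, full reaction low control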
MLLE-PAM2 inh: inhibitors of microRNA-mediated deadenylation, human PABP1 MLLE binding; P11940; inhibition, % at 20 µM; GST-MLLE / FITC-PAM2 fluorescence polarization; AID 588489; 360,000 compounds, 0.36% hits; in the data active = inhibition above about 35%, passing the limit was not always enough;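 note: plate controls were DMSO wells with GST-MLLE for no effect and wells lacking GST-MLLE protein for full effect; some results filed as inactive read as strong as hits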
E coli Lon inh: inhibitors of E. coli Lon protease. P0A9M0. purified E. coli Lon protease, fluorescence polarization. 360,000 compounds, 0.42% hits. inhibition, % at 7.94 µM; in the data active = inhibition above about 13%, passing the limit was not always enough;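 note: 0% = enzyme with probe and DMSO and 100% = no enzyme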
Rin1-Abl PPI inh: inhibitors of human Rin1-Abl protein interaction. P00519+Q13671. TR-FRET Rin1/Abl binding, biochemical. inhibition, % at 7.35 µM. 360,000 compounds, 0.4% hits. AID 588664; in the data active = inhibition above about 5%, passing the limit was not always enough
bovine MsrA act: activates bovine MsrA enzyme; purified bovine MsrA, absorbance read-out; 360,000 compounds, 0.3% hits; activation, % at 10.6 µM; in the data active = activation above about 7.5%;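 note: 0% = vehicle and 100% = reference activator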
Neddyl block: blocks human cullin neddylation; P61081+Q13564; TR-FRET cullin neddylation, biochemical; calls only at 25 µM; 360,000 compounds, 0.58% hits; in the data active = inhibition above about 36%
Target sequence (P61081 whole entry, looked up): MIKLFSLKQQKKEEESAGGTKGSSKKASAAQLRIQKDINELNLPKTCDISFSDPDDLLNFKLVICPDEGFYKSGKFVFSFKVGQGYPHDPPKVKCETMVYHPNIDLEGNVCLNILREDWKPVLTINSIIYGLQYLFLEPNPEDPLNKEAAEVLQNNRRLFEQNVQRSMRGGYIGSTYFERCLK
Target sequence (Q13564 whole entry, looked up): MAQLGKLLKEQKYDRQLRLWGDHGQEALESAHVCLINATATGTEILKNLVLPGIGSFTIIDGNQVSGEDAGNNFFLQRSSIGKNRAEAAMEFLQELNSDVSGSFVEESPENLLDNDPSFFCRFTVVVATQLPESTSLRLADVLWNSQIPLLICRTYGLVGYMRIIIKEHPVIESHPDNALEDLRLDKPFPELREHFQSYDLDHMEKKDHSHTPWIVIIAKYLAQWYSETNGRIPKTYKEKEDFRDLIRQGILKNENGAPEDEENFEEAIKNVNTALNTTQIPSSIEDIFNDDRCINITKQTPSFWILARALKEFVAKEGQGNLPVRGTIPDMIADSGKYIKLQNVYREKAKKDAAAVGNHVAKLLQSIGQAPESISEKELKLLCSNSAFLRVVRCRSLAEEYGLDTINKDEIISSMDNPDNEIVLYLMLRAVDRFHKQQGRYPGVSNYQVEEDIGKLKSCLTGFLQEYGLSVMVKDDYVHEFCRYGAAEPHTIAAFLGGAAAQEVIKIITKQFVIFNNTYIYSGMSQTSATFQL
FAS-TE inh: inhibitors of human fatty acid synthase thioesterase domain | recombinant FAS-TE, OMFH fluorogenic substrate, fluorescence endpoint | inhibition, % at 15 µM | 360,000 compounds, 0.67% hits | AID 602261;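 active = compounds whose normalised, plate-corrected inhibition of enzyme fluorescence in the single-dose primary screen is 50% or more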;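 note: 0% = DMSO with enzyme and 100% = substrate without enzyme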
Active calls of the source: *; i = inactive; / = no result given.

SMILES | MsrA inh | TbMetRS inhib | CSN inh | MLLE-PAM2 inh | E coli Lon inh | Rin1-Abl PPI inh | bovine MsrA act | Neddyl block | FAS-TE inh
COc1ccc(C(=O)COC(=O)[C@@H](NS(=O)(=O)c2ccccc2)C(C)C)cc1 | -0.8 | -0.1 | -2 | 9 | -12 | -1 | -5 | i | 0
COc1ccccc1C(=O)Nc1ccc(Oc2nnc(-c3ccc(C)cc3)c3ccccc23)cc1 | -0.8 | 0.2 | 2 | -12 | 8 | -5 | -2 | i | 18
CCc1nnc(NS(=O)(=O)c2ccc(NC(=O)c3ccc(S(=O)(=O)N(CC)CC)cc3)cc2)s1 | 0.3 | 0.3 | -5 | -2 | -11 | 4 | -2 | i | -1
CCOC1=C2[C@@H](CN(S(=O)(=O)c3ccc(C)cc3)[C@H]2c2cccs2)[C@H]2C(=O)N(c3ccccc3)C(=O)[C@H]2C1 | -0.1 | 0.0 | -4 | -1 | -3 | 6 | -1 | i | 12
Nc1c(NC=O)c(=O)n(Cc2ccccc2)c(=O)n1Cc1ccccc1 | -0.3 | -0.1 | -5 | -6 | -2 | 0 | -3 | i | -4
Cc1c(NC(=O)c2cccc(F)c2)c(=O)n(-c2ccccc2)n1C | 0.3 | 0.4 | -8 | -8 | -1 | 3 | -1 | i | -5
CCCNC(=O)C1CCN(S(=O)(=O)c2c(C)noc2/C=C\c2ccc(OC)cc2)CC1 | 1.9 | 0.2 | -4 | 7 | -8 | -1 | 1 | i | -6
O=c1[nH]c2cc([N+](=O)[O-])ccc2c2cc(Br)ccc12 | 2.9 | -0.1 | 1 | 8 | -20 | -5 | -3 | i | -4
CCN(C(=O)COC(=O)c1c(C)c(-c2ccccc2)nc2ccccc12)C1CCS(=O)(=O)C1 (centres undefined) | -1.0 | 0.0 | 2 | 2 | -3 | -6 | -1 | i | 3
Cc1ccc(NC(=O)C(NC2CCCc3ccccc32)c2ccccc2)cc1Cl (centres undefined) | -1.1 | -0.9 | -4 | -4 | 6 | 2 | -14 | i | 18
Cc1cccc(-n2c(C)cc(C(=S)N3CCOCC3)c2C)c1C | 1.2 | -0.2 | -3 | 24 | -2 | -4 | -4 | i | 2
Cc1cc(C)c(NC(=O)c2cccc3c2C(=O)N(C2CCCCC2)C3)c(C)c1 | / | -0.8 | -2 | 1 | -4 | 3 | -3 | i | 21
COc1cccc(CNc2ccc3c(c2)nc(C)n3C)c1OC | 0.5 | -0.6 | 1 | -1 | -3 | 1 | -3 | i | -7
CCc1nc2ccccc2c(C(=O)OCC(=O)Nc2ccc(NC(C)=O)cc2)c1C | 0.1 | -0.3 | -1 | -11 | 8 | -1 | 0 | i | 1
c1ccc(Oc2ccc(-c3ccn[nH]3)cc2)cc1 | -0.4 | 0.3 | -1 | 1 | 5 | 2 | 2 | i | 3
CCCCCc1ccc(OCCC[n+]2ccccc2)c(CCCCC)c1 | -2.4 | -1.0 | -4 | -5 | 5 | -4 | 1 | i | 0
Cn1nccc1C(=O)N1CCCC(N2CCN(Cc3ccc4c(c3)OCO4)CC2)C1 (centres undefined) | 2.4 | -0.1 | 0 | 12 | 1 | -7 | -3 | i | -4
COc1ccc(-c2ccc(C(=O)O)c(=O)[nH]2)cc1 | 2.6 | -0.9 | -14 | -8 | -14 | 2 | -12 | / | 3
O=C(Nc1c(Cl)cc(Cl)cc1C(=O)NCC1CCCO1)c1ccco1 (centres undefined) | 0.1 | 0.2 | -4 | -4 | -5 | 2 | 0 | i | -4
COc1ccc(CN(C)C(=O)Cc2ccc(OC)c(S(=O)(=O)N3CCOCC3)c2)cc1OC | 0.1 | 0.0 | -1 | 3 | -6 | 1 | -2 | i | -8
CC(C)(C)NC(=O)/C(=C/c1ccco1)c1ccccc1 | -0.2 | 0.0 | 8 | -14 | -2 | 3 | 1 | i | -1
CC(C)CN(CC(C)C)CC(O)CN(c1ccccc1)S(=O)(=O)c1ccccc1[N+](=O)[O-] (centres undefined) | -0.6 | -0.1 | 2 | 12 | 4 | -1 | -1 | i | 23
O=C(Nc1ccccc1F)C1CCN(S(=O)(=O)c2cccnc2)CC1 | 0.3 | -0.5 | 2 | 10 | 2 | 0 | -6 | i | -1
CCC(C)N(C(=O)Cn1nnc(-c2ccc(Cl)cc2)n1)C1CCS(=O)(=O)C1 (centres undefined) | -0.5 | -0.4 | 2 | -4 | 4 | 4 | -5 | i | -1
O=c1c2oc3ccccc3c2ncn1Cc1ccccc1Cl | 1.4 | -0.8 | 6 | 1 | -16 | 4 | -2 | i | 0
COc1ccc(NS(=O)(=O)c2cc(NC(=O)c3cc(=O)c4ccccc4o3)ccc2OC)cc1 | 0.3 | -0.7 | 1 | -2 | 1 | 2 | -4 | / | 8
S=c1[nH]nc(-c2cccs2)n1/N=C/c1cn(-c2ccccc2)nc1-c1ccc(Cl)cc1 | 1.0 | -0.4 | -2 | -92 | -3 | 0 | 2 | i | 3
O=C(Cn1nnc(-c2ccccc2)n1)N1CCN(S(=O)(=O)c2ccc(Cl)cc2)CC1 | 0.3 | -0.6 | -1 | 3 | 3 | 2 | -9 | i | 12
CC(C)C(OC(=O)c1nsc(Cl)c1Cl)C(=O)NCc1ccc2c(c1)OCO2 (centres undefined) | -1.8 | -1.9 | 2 | -2 | -8 | 3 | -8 | i | 28
COc1cc(OC)c(C2Nc3ccccc3NC3=C2C(=O)CC(C)(C)C3)cc1OC (centres undefined) | 2.9 | -0.3 | -16 | -4 | 17* | 0 | -3 | i | -4
Cc1nnc(SCC(=O)Nc2ccccc2)[nH]c1=O | 1.9 | -1.1 | -5 | 29 | -11 | 3 | -3 | i | -6
Cc1nc2ccccc2c2c1C(=O)N(C(C)C)C2=O | -0.5 | -0.3 | -8 | 2 | -2 | 2 | 1 | i | -3
C=CCOc1ccc(CN(C)CC(O)COc2ccc(CCC(C)=O)cc2)cc1 (centres undefined) | -0.8 | -0.3 | 1 | -4 | 17 | -1 | 3 | i | 1
O=C(c1ccc(=O)[nH]n1)N1CCN(S(=O)(=O)c2ccc3ccccc3c2)CC1 | 0.1 | -1.0 | 2 | -13 | 12 | 2 | -9 | i | 13
CCOc1ccc(-c2cc(C(=O)NCCOC)[nH]n2)c(C)c1 | 1.1 | -0.2 | 0 | 12 | -2 | -2 | -1 | i | -8
O=C(OCc1nnc(-c2ccccc2)o1)c1cccc(S(=O)(=O)N2CCOCC2)c1 | 1.0 | -0.4 | -2 | 8 | -7 | -5 | -3 | i | 18
N=C1C(c2nc3ccccc3s2)=C(O)CN1CCCO | 2.3 | 0.1 | 1 | -5 | -5 | -1 | 1 | i | -3
COc1ccc(Nc2nc3ccccc3nc2C)cc1 | -0.2 | -0.3 | 9 | -28 | -2 | -3 | -3 | i | 0
Cc1ccccc1OCCC(=O)OCC(=O)NC1CCCCC1 | 1.1 | -0.3 | 3 | 5 | -9 | -3 | -2 | i | -4
COc1ccc([C@H]2CC(=O)C=C(c3ccc4ccccc4c3)C2)cc1OC | -0.1 | -0.2 | 2 | -3 | -4 | 3 | -3 | i | 21

Another view of part of the listing above:
smiles,MsrA inh,TbMetRS inhib,CSN inh,MLLE-PAM2 inh,E coli Lon inh,Rin1-Abl PPI inh,bovine MsrA act,Neddyl block,FAS-TE inh
Cc1nnc(SCC(=O)Nc2ccccc2)[nH]c1=O,1.9,-1.1,-5,29,-11,3,-3,i,-6
CCC(C)N(C(=O)Cn1nnc(-c2ccc(Cl)cc2)n1)C1CCS(=O)(=O)C1 (centres undefined),-0.5,-0.4,2,-4,4,4,-5,i,-1

Other records follow:
SMILES | MsrA inh | TbMetRS inhib | CSN inh | MLLE-PAM2 inh | E coli Lon inh | Rin1-Abl PPI inh | bovine MsrA act | Neddyl block | FAS-TE inh
Cc1c(NC(=O)CN(c2ccccc2)S(=O)(=O)c2ccc(F)cc2)c(=O)n(-c2ccccc2)n1C | -0.4 | -0.2 | -1 | -6 | 0 | 4 | 0 | i | -6
O=C(NC1=NCCS1)C1CCN(S(=O)(=O)c2cc([N+](=O)[O-])ccc2Cl)CC1 | 0.8 | 0.2 | 9 | -3 | 5 | 6 | -1 | i | 2
COc1ccc(Nc2nnc(-c3ccncc3)s2)cc1Cl | 2.1 | -0.8 | 17 | -65 | 0 | -1 | -1 | i | -2
N#Cc1c(NC(=O)c2ccc([N+](=O)[O-])o2)sc2c1CCC2 | 1.4 | -0.3 | 6 | 19 | -6 | -1 | -1 | i | 22
CC1CCc2[nH]c3ccc(C(=O)Nc4ccc(C(=O)N(C)C)cc4)cc3c2C1 (centres undefined) | 1.6 | 0.5 | 0 | -16 | 4 | -2 | -3 | i | 1
CCN(Cc1ccccc1)C(=O)CCCOc1ccccc1 | -1.7 | 0.1 | 4 | -3 | 4 | -1 | 1 | i | 8
Clc1ccccc1CSc1nnc(-c2ccccn2)n1Cc1ccco1 | 0.8 | -0.6 | -1 | -50 | -4 | 2 | -5 | i | 12
O=C(N/N=C/c1cn(-c2ccccc2)nc1-c1ccc(F)cc1)c1ccc2c(c1)OCO2 | -0.9 | 0.0 | 0 | 7 | 7 | 2 | -4 | i | 28
S=C1NC2=C(CCC/C2=C\c2ccc(Cl)cc2)C(c2ccc(Cl)cc2)N1 (centres undefined) | -0.4 | -0.5 | 4 | -84 | -3 | 0 | -1 | i | -6
O=C(C1=C[C@@H](c2ccc(C(F)(F)F)cc2)C[C@@H](OCc2ccc(CO)cc2)O1)N1CCOCC1 | -0.4 | -0.1 | -5 | 6 | 12 | 2 | 2 | i | 0
CN=C(NC1CCCCC1)c1ccc(Cl)cc1 | -0.5 | 0.3 | -2 | -7 | 2 | -3 | -3 | i | -13
COc1ccccc1CNC(=O)Cn1cc(Br)ccc1=O | 0.4 | 0.6 | -5 | 4 | -4 | 2 | -3 | i | -4
CC(=O)Nc1cccc(N(C)S(C)(=O)=O)c1 | 0.4 | -1.1 | -5 | -8 | -8 | -1 | -8 | i | -8
c1ccc(NCc2ccccn2)cc1 | -0.9 | -1.2 | -3 | -10 | 5 | 0 | -5 | i | -10
CCCSC1=N/C(=C\C=C\c2ccco2)C(=O)S1 | 0.6 | -0.2 | 59 | -13 | -2 | 3 | -6 | i | 3
Cc1noc(C)c1S(=O)(=O)N(CC(=O)NC1CCC(C)CC1)c1ccc(C(C)C)cc1 (centres undefined) | 0.0 | 0.2 | 0 | -2 | -8 | -4 | -1 | i | 6
CCCN1CCN(c2ncnc3scc(C4COc5ccccc5O4)c23)CC1 (centres undefined) | 1.6 | -2.2 | -1 | 2 | 2 | 1 | -12 | i | 0
CNC(=O)/C(C#N)=C1/SC(Cc2ccc(F)cc2)C(=O)N1c1ccccc1 (centres undefined) | -0.4 | 0.1 | -1 | -4 | 6 | -2 | -2 | i | 2
N#C/C(=C(/O)COc1ccccc1)c1nc2ccccc2s1 | 3.1 | -0.4 | 6 | -1 | 9 | 3 | -3 | i | -1
CC(C(=O)N1CCCCC1)N1C(=O)c2ccccc2C1=O (centres undefined) | -0.5 | -0.1 | 1 | -6 | -5 | 1 | -4 | i | -7

Molecules shown so far that contain an aryl thioether with sulfur outside any ring:
SMILES | MsrA inh | TbMetRS inhib | CSN inh | MLLE-PAM2 inh | E coli Lon inh | Rin1-Abl PPI inh | bovine MsrA act | Neddyl block | FAS-TE inh
Cc1nnc(SCC(=O)Nc2ccccc2)[nH]c1=O | 1.9 | -1.1 | -5 | 29 | -11 | 3 | -3 | i | -6
Clc1ccccc1CSc1nnc(-c2ccccn2)n1Cc1ccco1 | 0.8 | -0.6 | -1 | -50 | -4 | 2 | -5 | i | 12

Source: PubChem BioAssay (several laboratories)

Not a hit list; any-hit rate near 4%.
